# Bioassay records: PubChem, several laboratories
# WT yeast gro inh – growth inhibition of WT strain, primary screen, mitochondrial fusion inhibitor project, WT and mutant strains, chemical genetic; inhibition, % at 10 µM; mitochondrial fusion phenotypic screen; 190,000 compounds, 2.1% hits; AID 1362, 2008; in the data active = inhibition above about 58%; tested in S. cerevisiae
# Autophagy HCS – autophagy modulators in MEF cells, primary screen, imaging, high-content, MEF GFP-LC3. MEF GFP-LC3 puncta imaging; test concentration mostly 10 µM. calls only at 10 µM (by protocol). 190,000 compounds, 0.98% hits. AID 463193, 2010;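 active = percentage of spot-positive cells more than 3 SD above its plate mean, without a fluorescence outlier flag or 80% toxicity; inconclusive = no clear call, values can overlap the other calls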;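 also: spot-positive cell cutoff set from DMSO-treated cells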
# MT stabilize HCS – microtubule stabilizers in HeLa cells, primary screen, imaging, high-content imaging. 200,000 compounds, 0.83% hits. HeLa tubulin immunostaining HCS, 24 h; share of cells brighter than vehicle mean+2SD. % tubulin-high responders, % at 10 µM;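 active = plate Z-score above 3 for both tubulin-high and condensed-nucleus cell shares, with cell loss under 80%, at 10 µM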;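 also: anti alpha tubulin signal scored within the nucleus-defined area of each cell; some results filed as inactive read as strong as hits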
# Lipid droplet – inhibitors of hepatocyte lipid droplet formation, primary screen, imaging, high-throughput imaging, BODIPY stain; AML12 mouse hepatocytes, oleate lipid droplets; inhibition, % at 6.5 µM; 240,000 compounds, 0.4% hits;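 active = lipid droplet intensity inhibited by at least 50%, with more than 500 cells counted; inconclusive = wells with under 300 cells, treated as cytotoxic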
#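 Technique: fluorescence imaging, 20x objective, two fields per well / Assay system: AML12 hepatocytes (mouse) / Measure: % inhibition of lipid droplet signal / Doses: 6.5 µM single-point dosing / Incubation: overnight exposure / Reagent: 100 µM oleic acid challenge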
# T cell HTS – modulators of CD8 T cell-vesicle binding, primary screen, mouse 2C CD8+ T cells, flow cytometry. 330,000 compounds, 0.068% hits. calls only at 7 µM. 2C CD8+ T cell-vesicle binding; hits give low values;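 active = response, share of CD8 T cells binding vesicles, and their 90th percentile fluorescence all below set limits, cut at about 80% in these data, passing the limit was not always enough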
#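 Assay system – 2C mouse CD8+ T cells · Also added – QL9-loaded Drosophila micro-vesicles · Timing – Cell–vesicle co-incubation 1.5 h at 37 °C, staining 20 min on ice · Signal – flow cytometry of vesicle-bound cells · Measure – percent CD8+ FL2 mean versus row control · Controls – Peptide-free naked vesicles (low) and QL9 vesicles with 0.7% DMSO vehicle (high)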
# Insulin prom up – insulin promoter activators in MIN6 cells, imaging, high-content screening, mouse beta cells; z-score at 5 µM; AID 1625, 2009; 190,000 compounds, 0.3% hits; MIN6 insulin promoter-GFP reporter; hits give high values;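 active = z-score above 3 at 5 µM with at least 500 cells counted in the well; inconclusive = wells under 500 cells, flagged as cytotoxic or low count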
# Myeloid diff MLP – induction of myeloid progenitor differentiation, primary screen, cell-based, flow cytometry, MLPCN library. ER-HoxA9 myeloid progenitors, lysozyme-GFP differentiation. calls only at 10 µM. 360,000 compounds, 1% hits. AID 624256, 2012;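 active = normalized GFP-positive differentiation at or above the plate's own cutoff, the solvent-only control mean plus 3 SD; inconclusive = no clear call, values can overlap the other calls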;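 also: cells exposed to compound for four days before flow analysis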
# West Nile antiviral – West Nile virus antiviral activity, cell-based, CPE readout (AID 1621); 290,000 compounds, 0.02% hits; West Nile virus-infected cells, CPE inhibition; higher % means a stronger effect; CPE inhibition, % at 10 µM, or IC50 in µM where a hit was titrated; in the data active = a potency from the dose series; inconclusive = CPE inhibition mostly from about 3.7% at the one dose, without a potency; inactive = the rest, 99 in 100 with CPE inhibition below about 2.2%; also: strong numbers were not always called active
# b-catenin transl – modulators of beta-catenin nuclear translocation, primary screen, imaging, HeLa cells, immunofluorescence, high-content | nuclear translocation activity, % at 5 µM | 190,000 compounds, 0.3% hits;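 active = nuclear translocation activity above 50% at 5 µM, with a well cell count of 50 or more; inconclusive = wells under 50 cells across six images, flagged as toxic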;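 also: per-cell ratio of nuclear to cytoplasmic median beta-catenin stain intensity; plate controls were DMSO negative control for no effect and GSK-3 inhibitor IX positive control for full effect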
#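 assay system = human HeLa cells, endogenous beta-catenin | times = compound treatment 24 h, 37°C, 5% CO2 | detection = Anti-beta-catenin immunofluorescence on PFA-fixed, Triton-permeabilized cells, DAPI nuclei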
# WT yeast gro inh mutant strain – recorded beside WT yeast gro inh, whose call it bears; inhibition, %; mitochondrial fusion phenotypic screen, mutant strain inhibition
# Insulin prom up cell count – also measured in Insulin prom up; calls as there; cell count; measured here: cytotoxicity, nuclei count;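 total cells summed across four imaged fields per well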
# Lipid droplet cells 6.5 µM – recorded beside Lipid droplet, whose call it bears; cell count; measured here: cell count, cytotoxicity flag;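 cells counted across two imaged fields per well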
# b-catenin transl cell count 5 µM – further read-out of b-catenin transl, marked with its call; cell count; measured here: cell count, cytotoxicity flag
# T cell HTS vesicle-bound % – also measured in T cell HTS; calls as there; double positive events, %; measured here: CD8+ vesicle-bound cell fraction;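 binding gate set so that unloaded-vesicle control wells show 10% double positive cells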
# MT stabilize HCS Hoechst-high % – also measured in MT stabilize HCS; calls as there; % Hoechst-high responders; measured here: nuclear condensation Hoechst responders;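 share of cells brighter than vehicle mean plus two SD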
# MT stabilize HCS cytotoxicity % – recorded beside MT stabilize HCS, whose call it bears; toxicity, %; measured here: cytotoxicity by cell density;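 0% = mean cell density of plate MIN control wells and 100% = no cells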
# Autophagy HCS cell loss 18 h – also measured in Autophagy HCS; calls as there; toxicity, %; measured here: cell loss, nuclei count;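 cell loss after 18 h compound exposure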
# Myeloid diff MLP GFP+ MAC1+ % – second read-out of Myeloid diff MLP, no call of its own (marks repeat the call); GFP+ MAC1+ double positive, %; measured here: differentiation confirmed by MAC1 staining
# Starred values were filed as active, the others as inactive; i = inactive; ? = inconclusive; . = no result given; + = active, no number.
SMILES,WT yeast gro inh,WT yeast gro inh mutant strain,Autophagy HCS,Autophagy HCS cell loss 18 h,MT stabilize HCS,MT stabilize HCS Hoechst-high %,MT stabilize HCS cytotoxicity %,Lipid droplet,Lipid droplet cells 6.5 µM,T cell HTS,T cell HTS vesicle-bound %,Insulin prom up,Insulin prom up cell count,Myeloid diff MLP,Myeloid diff MLP GFP+ MAC1+ %,West Nile antiviral,b-catenin transl,b-catenin transl cell count 5 µM
CCOCC(=O)Nc1cc([N+](=O)[O-])ccc1C,0.1,-9.4,i,-13.1,4.6,3.2,6.4,13.4,655,i,39.8,-0.56,1508,i,0.9,-0.2%,0.3,1160
CN1CCN(CCCNC(=S)Nc2ccc(F)c(Cl)c2)CC1,9.3,4.9,i,-10.8,2.3,2.8,3.1,-23.9,663,i,41.7,0.26,1115,i,0.3,-0.2%,-2.3,1076
Cc1ccc(-n2nnc(-c3cc4ccccc4n3C)n2)cc1,5.0,5.0,i,-6.0,4.2,2.2,7.0,-3.2,748,.,.,.,.,i,1.7,-0.5%,-4.2,1210
COc1ccc2sc3ccccc3c(=O)c2c1OC,1.8,-5.2,i,-22.5,0.7,1.5,14.7,.,.,i,11.2,-0.02,1575,i,0.9,.,-0.6,1351
CC(C)(C)NC(=O)CN(C(=O)CS(=O)CC(=O)Nc1ccc(F)cc1)c1ccc2c(c1)OCCO2 (stereo not drawn),-6.9,-0.7,i,-0.4,3.7,1.5,1.7,0.2,696,i,59.0,0.09,939,i,0.7,-0.2%,-3.0,1068
CN(CC(=O)Nc1ccc(F)c(Cl)c1)S(=O)(=O)c1cccc2nsnc12,-7.7,6.4,i,3.2,3.2,2.5,5.8,-6.9,665,i,24.4,.,.,i,0.8,-0.3%,4.4,500
Cc1nc2ccccc2cc1C(=O)O,-2.7,-13.9,i,-2.7,1.0,1.6,7.5,18.7,808,i,36.4,.,.,i,0.5,1.0%,-4.4,1054
COCCn1c(=O)[nH]c2cc(C(=O)NC3CCCCCC3)ccc2c1=O,4.0,-4.5,i,20.2,3.3,2.5,4.8,0.6,661,i,36.4,0.01,1718,i,1.5,-0.1%,0.1,1036
O=C(NC(=S)Nc1ccc2oc(=O)ccc2c1)c1cccc(Cl)c1,.,.,.,.,.,.,.,-8.4,752,i,18.8,.,.,i,3.6,-0.5%,.,.
Nc1nc(-c2ccccc2)nn1S(=O)(=O)c1ccccc1,0.0,5.8,i,3.0,3.9,3.4,5.9,0.7,679,i,28.4,0.73,1517,i,1.9,-0.2%,-0.5,1518
CCN(c1ccccc1)S(=O)(=O)c1ccc(OC)c(NC(=O)c2cccs2)c1,-15.7,-10.9,i,-6.6,3.1,5.7,2.4,-10.5,681,i,24.9,0.52,1302,i,0.1,-1.3%,-1.8,1045
CC1=NN(c2nc(-c3ccc(C)cc3)cs2)C(=O)C1N=Nc1cccc(O)c1 (stereo not drawn),6.2,11.5,i,1.9,2.9,1.9,4.1,-0.2,609,i,69.3,-0.58,1124,i,0.6,1.3%,11.4,960
COC(=O)c1cccc(S(=O)(=O)N2CCC(c3nc4ccccc4o3)CC2)c1,8.1,-8.6,i,-5.5,2.7,1.5,8.4,-7.0,748,i,16.6,0.05,1158,i,1.1,-0.2%,-2.9,1141
OCC(O)/C=N/Nc1nc2ccccc2s1 (stereo not drawn),16.6,12.0,i,11.1,2.5,1.5,12.5,-37.4,586,i,56.9,-0.21,1191,i,0.4,-0.5%,.,.
Cc1cc(-c2csc(NCc3ccccc3)n2)c(C)n1C,4.8,15.0,i,9.6,6.6,3.0,7.1,8.7,632,.,.,1.59,1254,i,0.9,-0.1%,3.9,1093
COCCCNS(=O)(=O)c1ccc(SC)cc1,-6.7,11.2,i,-6.1,2.0,2.2,10.7,3.5,778,i,26.2,0.51,1272,i,0.5,1.1%,-2.7,596
O=C(/C=C/c1ccc(Cl)cc1Cl)NC(=S)Nc1ccc(CN2CCOCC2)cc1,-17.9,-4.5,i,-1.4,2.3,3.9,6.5,-6.9,496,i,46.2,0.4,2103,i,0.6,-1.0%,1.2,843
CCCCn1c(SCC(=O)NCc2ccco2)nc2ccc(N3CCOCC3)cc2c1=O,4.8,8.7,i,1.1,5.6,2.0,7.7,10.1,699,i,30.0,-0.36,1291,i,1.5,-0.5%,.,.
CCOc1cc(N2CCOCC2)c(OCC)cc1NC(=O)c1ccc(S(=O)(=O)N(C)C)cc1,.,.,.,.,.,.,.,24.4,687,i,47.9,0.16,925,i,0.5,-0.1%,0.5,1322
CCC(C(=O)NCCCN1CC(C)CC(C)C1)n1ncn2c(cc3occc32)c1=O (stereo not drawn),.,.,.,.,.,.,.,-4.3,686,i,27.5,.,.,i,2.4,-1.2%,.,.
Cc1ccc(C=Nc2ccccc2C(=O)Nc2ccccc2)cc1,-18.8,-0.3,i,0.3,3.9,2.4,5.5,-11.4,671,i,44.0,-0.04,1200,i,0.2,0.4%,-1.5,514
Nc1cc(-c2ccc(Br)cc2)nn1S(=O)(=O)c1ccccc1,-6.9,-0.6,.,.,2.8,2.3,4.0,-7.5,437,i,42.6,0.32,1519,i,1.3,0.0%,3.8,1118
S=C1NCN(Cc2ccco2)CN1c1cccc2ccccc12,.,.,.,.,.,.,.,-2.3,721,i,18.5,.,.,?,.,-0.6%,-3.6,1222
CCc1c(C)sc(NC(NC(C)=O)(C(=O)OC)C(F)(F)F)c1C#N (stereo not drawn),-7.0,-13.4,i,-1.0,3.1,2.9,11.4,-2.1,665,i,64.8,-0.49,1323,i,0.3,-0.6%,-7.8,548
Cc1onc(-c2c(F)cccc2Cl)c1C(=O)Nc1ccccc1N1CCOCC1,.,.,.,.,.,.,.,-15.1,717,i,48.3,-0.23,1041,i,0.4,-0.8%,-0.7,1268
Cc1ccc(CCC(=O)Nc2ccc(Cl)cc2)o1,.,.,.,.,.,.,.,-16.6,783,i,36.4,.,.,i,0.6,-1.1%,.,.
O=S(=O)(c1ccc(Br)cc1)n1ccc2ccccc21,8.7,7.9,i,19.3,5.0,1.8,0.3,.,.,i,49.4,-1.93,1251,i,1.0,?,-1.9,1319
CC(=O)Nc1ccc(S(=O)(=O)N2CCN(C(=O)c3ncoc3-c3ccc(F)cc3)CC2)cc1,.,.,.,.,.,.,.,12.3,815,i,19.9,.,.,i,1.7,-0.2%,.,.
CCOC(=O)C1CCCN(C(=O)c2ccc(Cl)cc2)C1 (stereo not drawn),5.7,15.4,i,7.9,3.3,3.5,5.9,1.4,687,i,42.9,0.01,1371,i,3.5,-0.2%,-0.2,1522
COc1ccc(C(=O)N(C)c2c(C)n(C)n(-c3ccccc3)c2=O)cc1OC,11.7,-6.4,+,3.5*,2.8,2.2,1.5,-8.8,704,i,60.0,0.2,1134,i,0.1,-0.4%,-4.5,1176
CN1CCN(CC(O)COc2ccc(C34CC5CC(CC(C5)C3)C4)cc2)CC1 (stereo not drawn),96.8*,92.9*,i,2.7,9.3,4.4,4.0,1.7,627,.,.,-1.68,1110,i,1.7,?,20.8,688
O=C1N/C(=C/c2ccc(N3CCOCC3)cc2)C(=O)N1Cc1ccc(F)cc1,8.7,0.6,i,-2.9,2.0,1.5,7.7,.,.,i,34.8,0.06,1285,i,0.7,?,0.0,1404
C=CCSc1nnc(Cc2c(C)[nH]c3ccccc23)o1,16.3,6.9,.,.,6.0,1.7,10.0,-16.5,730,i,41.4,0.1,1224,i,1.9,-0.2%,-4.9,1299
COc1cccc(N=Nc2c(=O)[nH]n3c(=O)c4c([nH]c23)CCC4)c1,2.7,-15.4,i,0.4,3.7,2.5,9.3,-0.5,714,i,36.5,0.33,1217,i,0.1,-0.3%,-1.5,513
CC(=O)c1ccc(Sc2nnc(C)s2)c([N+](=O)[O-])c1,12.9,8.9,i,-23.8,2.7,2.6,7.6,1.7,688,i,56.9,0.15,1701,i,0.3,1.8%,0.3,1586
CC1CCC/C(=N\NC(=O)COc2ccccc2Cl)C1 (stereo not drawn),13.2,12.4,i,9.4,5.4,1.2,5.0,-3.9,636,i,60.7,-0.26,1374,i,0.5,-0.2%,0.1,1057
COc1ccc(/C=C/C(=O)Oc2ccc(/C=N/NC(=O)c3ccncc3)cc2)cc1,.,.,.,.,.,.,.,-4.4,772,i,37.4,.,.,i,1.3,0.4%,.,.
